Assay outcomes: PubChem, National Center for Advancing Translational Sciences (NCATS)
MmCpn inh: blocks the Methanococcus maripaludis chaperonin Mm-Cpn; purified Mm-Cpn ATPase, ADP Transcreener TR-FRET; Potency, µM (highest dose often 76.9 µM), without a hit: top-dose activity, negative = inhibition, most hits filed as inhibitors; actives 0.031% (n = 330,000); AID 504842; also: potency is read from the fitted curve at half-maximal effect; % is scaled to controls: 0 for no effect and ±100 for the full control effect; nearly all actives have a fitted effect of over 80% in size
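Compound-treated chaperonin, 25 nM final, turns over 10 uM ATP at 37°C for 30 min following a 10 min preincubation; ADP generated competes with ADP-d2 for Eu-cryptate antibody, lowering FRET.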
EPAC2 antag: antagonists of human EPAC2 | EPAC2 GEF exchange of Rap1B-BODIPY-GDP, fluorescence | Potency, µM (series often up to 114 µM), for inactives: at the highest dose activity, negative = inhibition, actives largely listed as inhibitors | actives 0.18% (n = 360,000) | AID 720708; also: potency is read from the fitted curve at half-maximal effect; % is scaled to controls: 0 for no effect and ±100 for the full control effect; nearly all actives have a fitted effect of over 45% in size; many of its hits are not listed in these tables
CCT modulator: cytosolic chaperonin activity modulation. purified chaperonin ATPase assay, HTRF ADP detection, 30 min. AID 651819. activity change, % (concentration not given with the values), hits read low. actives 0.3% (n = 360,000); in the data active = activity change below about -30%; also: % is scaled to controls: 0 for no effect and ±100 for the full control effect
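ATPase activity: ADP formed was measured by HTRF Transcreener (665/615 nm ratio) after 30 min at 37 deg C with 10 uM ATP. Compounds screened at one 76 uM concentration against 40 or 20 nM TRiC in Tris pH 7.4/KCl/MgCl2/DTT buffer.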
Akt phos inh: inhibitors of Akt phosphorylation. actives 0.32% (n = 360,000). Neuro2A IGF-stimulated pAkt S473 HTRF, 20 min; stronger effect = lower value. activity change, % for hits at 50 µM; in the data active = activity change below about -80%; inconclusive = mostly about -51% to -80%; also: % is scaled to controls: 0 for no effect and ±100 for the full control effect
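Neuro2A cells (4,500/well, DMEM with 0.5% FBS) were treated with compound at a single 50 µM final concentration, stimulated with 6 nM IGF for 20 min at 37 °C, and lysed. Phospho-Akt Ser473 was read by HTRF as 665/615 ratio ×10^4.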
DRD3 antagonist: antagonists of human D3 dopamine receptor | P35462 | D3R cells, DiscoveRx beta-arrestin luminescence, antagonist mode; stronger effect = lower value | max response, negative = inhibition, % | actives 2.5% (n = 360,000); in the data active = max response below about -50%; inconclusive = no clear call, values can overlap the other calls; also: % is scaled to controls: 0 for no effect and ±100 for the full control effect; mostly tested at two doses, the higher about 12 µM
Target sequence (P35462 whole entry, looked up): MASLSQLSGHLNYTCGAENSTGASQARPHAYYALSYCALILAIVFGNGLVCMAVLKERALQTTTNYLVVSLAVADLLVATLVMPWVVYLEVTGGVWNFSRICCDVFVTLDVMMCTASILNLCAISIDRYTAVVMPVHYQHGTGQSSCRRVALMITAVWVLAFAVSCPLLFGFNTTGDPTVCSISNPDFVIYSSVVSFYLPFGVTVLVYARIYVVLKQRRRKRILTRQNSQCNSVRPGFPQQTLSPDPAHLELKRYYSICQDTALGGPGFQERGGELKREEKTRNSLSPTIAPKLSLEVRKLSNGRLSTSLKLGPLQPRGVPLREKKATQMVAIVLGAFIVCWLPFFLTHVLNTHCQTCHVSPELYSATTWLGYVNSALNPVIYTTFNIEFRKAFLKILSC
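Cells plated overnight at 1500 cells/well, then exposed to library compounds with dopamine controls for 90 minutes at 37 degrees C. DiscoveRx reagent added for 30–60 minutes at room temperature; luminescence read, quantitative HTS format.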
DRD3 agonist: D3 dopamine receptor (human) agonism; actives 0.58% (n = 410,000); max activation, %; D3R DiscoveRx beta-arrestin cells, luminescence, 90 min; P35462; AID 652048; in the data active = max activation above about 30%; also: 0% is about no effect; mostly tested at two doses, the higher about 12 µM
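Cells at 1500/well, incubated overnight, then treated with pinned compounds (dopamine as control) for 90 min at 37 degrees C. DiscoveRx reagent added for 30 - 60 minutes at room temperature; luminescence read.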
EPAC2 ag: EPAC2 (human) agonism | Potency, µM (doses to about 154 µM), without a hit: at the highest dose activation, usual class: activators | actives 0.079% (n = 360,000) | EPAC2 activation, biochemical qHTS; response scale: 100% = 6.5 mM cAMP response | AID 720711; also: potency is read from the fitted curve at half-maximal effect; nearly all actives have a fitted effect of over 50% in size
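In this primary screen, activation is scored as increased exchange of BODIPY-GDP from Rap1B by 100 nM EPAC2, with 50 uM GDP as competitor. Signal is normalized to the 6.5 mM cAMP agonist control.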
PTHR1 ag: activates the human parathyroid hormone receptor PTHR1; actives 0.075% (n = 410,000); HEK293 GP2 PTHR1 cells, GloSensor cAMP luminescence, 1 h; Potency, µM (highest dose often 115 µM), for inactives: top-dose activation, actives largely listed as activators; Q03431; also: potency is read from the fitted curve at half-maximal effect; nearly all actives have a fitted effect of over 55% in size; some results filed as inactive show a strong effect at the top dose; inactives centre near -15; many of its hits are not listed in these tables
Target sequence (Q03431 whole entry, looked up): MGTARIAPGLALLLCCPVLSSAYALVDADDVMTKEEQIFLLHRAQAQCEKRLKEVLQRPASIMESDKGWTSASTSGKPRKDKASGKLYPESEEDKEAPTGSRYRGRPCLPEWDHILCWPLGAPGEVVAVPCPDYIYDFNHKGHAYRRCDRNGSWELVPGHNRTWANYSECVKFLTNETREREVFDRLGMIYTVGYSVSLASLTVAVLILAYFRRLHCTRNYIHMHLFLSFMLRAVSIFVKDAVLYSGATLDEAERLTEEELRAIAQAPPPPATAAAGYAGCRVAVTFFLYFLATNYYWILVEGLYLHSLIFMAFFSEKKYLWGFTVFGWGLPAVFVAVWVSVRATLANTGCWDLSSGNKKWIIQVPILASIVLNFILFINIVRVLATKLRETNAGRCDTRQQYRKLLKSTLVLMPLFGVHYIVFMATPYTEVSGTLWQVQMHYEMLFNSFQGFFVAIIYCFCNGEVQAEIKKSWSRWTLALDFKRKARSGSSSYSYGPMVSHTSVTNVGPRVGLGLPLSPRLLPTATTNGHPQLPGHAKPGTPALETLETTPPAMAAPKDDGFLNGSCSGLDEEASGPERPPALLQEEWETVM
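HEK-293-derived GP2 cells expressing PTHR1 and a GloSensor cAMP reporter, 3,000/well, plated overnight, given luciferin plus IBMX (each 0.5 mM as added) for 1 h at 37 °C, then compound for 1 h at 37 °C. Luminescence was read after 15 min at room temperature.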
An asterisk follows results filed as active; i = inactive; ? = inconclusive; · = not tested or not shown; & = joins results of further samples; [ ] = dose if it differs, or a comment. Unless noted, calls follow the shape of the dose curve; as a rule, active = well fitted curve in the direction sought with a large enough effect; inconclusive = small, poorly fitted or top-dose-only effect, or another doubt; inactive = no such curve, though single readings can be large; an effect the other way counts as inactive or inconclusive.

Each structure is followed by: MmCpn inh	EPAC2 antag	CCT modulator	Akt phos inh	DRD3 antagonist	DRD3 agonist	EPAC2 ag	PTHR1 ag
COc1ccc(C2CC(c3ccccc3)=NN2S(=O)(=O)c2ccccc2)c(OC)c1 (stereo not drawn)
  -1%	-1%	-0.2	i	2	-3	3%	i
O=C(NC12CC3CC(CC(C3)C1)C2)c1ccc(COc2ccc(Cl)cc2[N+](=O)[O-])o1
  3%	-5%	0.5	i	-28	-16	-1%	-3%
O=S1(=O)[C@H]2C[C@H](CO)O[C@@]2(CO)CN1Cc1ccc(-c2ccc(F)cc2)cc1
  3%	13%	-2.0	i	-20	31*	-1%	-88%[inhibitor]
CCn1cc(S(=O)(=O)c2ccc(C)cc2)[nH]c1=O
  -6%	-2%	-0.5	i	0	7	8%	-14%
CCCCN(CCCC)CCNC(=O)c1cn(CC)c2ccc(S(=O)(=O)N3CCc4ccccc4C3)cc2c1=O
  2%	-9%	-2.1	i	0	1&-17	4%	i
CCOC(=O)COc1ccc(S(=O)(=O)NCc2ccco2)cc1
  1%	-3%	-2.9	i	7	0	1%	-8%[57.5 µM]
COC(=O)c1ccccc1S(=O)(=O)Oc1ccc(-c2ccc(C(=O)O)cc2)cc1
  3%	-1%	3.1	i	1	-2	3%	-22%
C=CCNc1ncnc2ccccc12
  1%	-5%	-2.9	i	4	6	16%	-15%
CN(Cc1n[nH]c(=S)n1C)S(=O)(=O)c1ccccc1
  0%	13%	1.0	i	-1	-24	1%	?
Fc1ccc(-c2nnc(N3CCOCC3)c3ccccc23)cc1F
  -1%	-21%	-1.3	i	5	10	8%	i
O=C(N/N=C/c1ccco1)c1ccccc1OCc1ccccc1Cl
  4%	-5%	-0.2	i	-8	-1	8%	-35%[inhibitor]
Cc1nn(Cc2ccc(C(=O)N3c4ccc(F)cc4CCC3C)o2)c(C)c1Br (stereo not drawn)
  1%	-12%	-3.2	i	-28	-15	10%	-6%[57.5 µM]
CCc1ccc(NC(=S)N2CCN(C)CC2)cc1
  1%	7%	-0.2	i	-9	-7	5%	i
C=CCC(c1ccccc1)N(C(C)=O)c1ccco1 (stereo not drawn)
  0%	-10%	-0.4	i	-8	-2	8%	-7%
COc1ccc(C(=O)NCC(=O)NCc2ccncc2)cc1
  2%	-3%	-0.8	i	-3	1	-2%	i

The closing 4 entries of the part before come first, to join the parts:
Each structure is followed by: MmCpn inh	EPAC2 antag	CCT modulator	Akt phos inh	DRD3 antagonist	DRD3 agonist	EPAC2 ag	PTHR1 ag
Cc1nn(Cc2ccc(C(=O)N3c4ccc(F)cc4CCC3C)o2)c(C)c1Br (stereo not drawn)
  1%	-12%	-3.2	i	-28	-15	10%	-6%[57.5 µM]
CCc1ccc(NC(=S)N2CCN(C)CC2)cc1
  1%	7%	-0.2	i	-9	-7	5%	i
C=CCC(c1ccccc1)N(C(C)=O)c1ccco1 (stereo not drawn)
  0%	-10%	-0.4	i	-8	-2	8%	-7%
COc1ccc(C(=O)NCC(=O)NCc2ccncc2)cc1
  2%	-3%	-0.8	i	-3	1	-2%	i
COc1ccc(NC(=O)CSCC(=O)N=c2sccn2C)cc1
  1%	3%	0.8	i	9	2	4%	i
O=C(CCc1nc2ccccc2c(=O)[nH]1)NCCN1C(=O)S/C(=C\c2ccccc2Cl)C1=O
  -1%	-8%	1.2	i	-1	2	1%	-22%
CC(C)c1cc(=O)n2[nH]c(N)nc2n1
  0%	-13%	-1.9	i	-4	-2	8%	1%
O=C(NCC(c1ccc(F)cc1)N1CCOCC1)c1cccc(Br)c1 (stereo not drawn)
  -8%	-4%	-1.9	i	-9	40*	3%	?
CCCCc1ccc(NS(=O)(=O)c2cccs2)cc1
  2%	-12%	-1.9	i	-8	-30	14%	i
O=C(C1CCCN(S(=O)(=O)c2cccc3nsnc23)C1)N1CCCCCC1 (stereo not drawn)
  2%	0%	-2.7	i	12	1	9%	-4%
O=C1OCC(CO)(CO)N=C1NNc1ccccc1[N+](=O)[O-]
  0%	-1%	-1.6	i	14	0	0%	i
CCN(Cc1cc(=O)[nH]c2ccccc12)C(=O)c1ccc(C)cc1
  -4%	1%	-1.1	i	8	10	1%	i
C=CC[C@H](CC(=O)N(CCO)Cc1ccccc1)C(=O)NC[C@@H](OC(=O)[C@@H](CC=C)Cc1ccc(F)cc1)c1ccccc1
  0%	4%	-1.9	i	0	-11	0%	-22%
Cc1c(C(=O)Oc2ccc(-c3cnc4ccccc4n3)cc2)cccc1[N+](=O)[O-]
  2%	12%	-0.5	i	23	5	-1%	-38%[inhibitor]
COc1ccc(NC(=O)CCSc2ccc(C)cc2)cc1S(=O)(=O)Nc1ccccc1Cl
  0%	2%	-2.3	i	-20	1	23%	-5%
COc1cc2cc(C(c3nnnn3C(C)(C)C)N3CCC(C)CC3)c(=O)[nH]c2cc1OC (stereo not drawn)
  1%	-2%	-1.9	·	7	0	-8%	-17%
O=C(Nc1ccccc1)Nc1ccc(-n2ccc(C(F)(F)F)n2)cc1
  -11%	1%	2.2	i	7	4	1%	-2%
COc1ccc(/C=C2\SC(=S)N(NS(=O)(=O)c3ccccc3)C2=O)c(OC)c1
  0%	-28%	-1.1	i	-7	0	-17%	-22%
O=C(CCN1CCC(c2ccccc2)C1)c1cccs1 (stereo not drawn)
  -1%	1%	0.4	i	-66*	-25	7%	?

One compound at a time, as listed above. Order of values: MmCpn inh, EPAC2 antag, CCT modulator, Akt phos inh, DRD3 antagonist, DRD3 agonist, EPAC2 ag, PTHR1 ag
`CCc1ccc(NC(=S)N2CCN(C)CC2)cc1` is entered as 1%, 7%, -0.2, i, -9, -7, 5%, i
`O=C1OCC(CO)(CO)N=C1NNc1ccccc1[N+](=O)[O-]` is entered as 0%, -1%, -1.6, i, 14, 0, 0%, i
`CCN(Cc1cc(=O)[nH]c2ccccc12)C(=O)c1ccc(C)cc1` is entered as -4%, 1%, -1.1, i, 8, 10, 1%, i
`COc1ccc(C2CC(c3ccccc3)=NN2S(=O)(=O)c2ccccc2)c(OC)c1` (stereo not drawn) is entered as -1%, -1%, -0.2, i, 2, -3, 3%, i
`O=C(NCC(c1ccc(F)cc1)N1CCOCC1)c1cccc(Br)c1` (stereo not drawn) is entered as -8%, -4%, -1.9, i, -9, 40*, 3%, ?

(next part)
Each structure is followed by: MmCpn inh	EPAC2 antag	CCT modulator	Akt phos inh	DRD3 antagonist	DRD3 agonist	EPAC2 ag	PTHR1 ag
CCC(CC)C(=O)N(C)c1c(C)nc2c(OCc3ccc(Cl)cc3)cccn12
  ·	-2%	-1.5	i	-29	0	1%	i
Cc1cc(C(=O)OCC(=O)Nc2cccc(S(N)(=O)=O)c2)c2ccccc2n1
  0%	1%	0.8	i	-9	-4	0%	i
CC(=O)NC(CC(=O)NC12CC3CC(CC(C3)C1)C2)c1ccccc1 (stereo not drawn)
  1%	9%	-3.5	i	41	0	5%	-30%
CCN(CC)C(=O)c1csc([C@H]2C[C@H](O)[C@@H](CO)O2)n1
  ·	7%	-1.1	i	-14	-5	10%	i
CC(C)(C)C(=O)N1CCC2CC1c1cc(-c3ccc4c(c3)OCO4)ccc12 (stereo not drawn)
  ·	?	-1.6	i	-14	-8	9%	-21%
COc1ccc(OC)c(-n2c(-c3cccc(C)c3)n[nH]c2=S)c1
  -2%	?	-0.4	i	-23	-2	1%	-15%
Cc1nc2c(C(=O)Nc3ccc(N4CCCC(O)C4)cc3)snc2c(=O)[nH]1 (stereo not drawn)
  0%	9%	-2.0	i	-15	-3	5%	i
COc1ccc(OC)c(CC(=O)Nc2ccc3c(c2)CCC3)c1
  -2%	-8%	-2.0	i	-17	-6	14%	i
c1ccc(N2CCN(c3nnc(Cc4cccnc4)c4ccccc34)CC2)nc1
  0%	9%	3.2	i	7	42*	6%	-29%
Cc1ccc(Sc2cnc3ccccc3n2)cc1
  -8%	18%	1.7	i	6	-12	14%	i
O=C(COC(=O)c1ccccc1[N+](=O)[O-])c1ccc2c(c1)OCO2
  0%	2%	0.0	i	17	-4	2%	-38%[inhibitor]
O=C(NCCn1cc(SCc2ccccc2)c2ccccc21)c1c(F)cccc1F
  -25%	-9%	-3.7	i	24	1	11%	-38%[inhibitor]
Cc1cc(-n2cccn2)ccc1CN1CCN(C2CCCC2)C(CCO)C1 (stereo not drawn)
  2%	6%	0.1	i	-70*	-22	-1%	i
O=S(=O)(NCc1cccnc1)c1ccc(Cl)cc1
  0%	9%	1.7	i	-17	4	-3%	i
COC(=O)[C@@]1(C)[C@H]2C(=O)N(Cc3ccccc3)C(=O)[C@H]2[C@H]2CN=C(SCC3CC3)N21
  ?	-2%	-2.8	i	8	3	1%	i
CC1=C(C(=O)N(C)C)C(c2ccc(Cl)c(Cl)c2)NC(=O)N1 (stereo not drawn)
  -4%	-5%	-2.2	i	8	4	5%	i
CC(=O)N1CCN(C(=O)c2cc3c(s2)CCCC3)CC1
  ·	-1%	0.5	i	-19	8	-1%	i
CCCC1CCC(=NNC(=O)OC(C)(C)C)CC1 (stereo not drawn)
  1%	1%	-0.6	i	8	0	2%	-22%
C/C(=N\O)c1c(O)cc(-c2ccccc2)n(-c2ccccc2)c1=O
  0%	-3%	-0.4	i	?	-19	8%	i
CCC(=O)Nc1sc2c(c1C(=O)N(C)C)CCCCC2
  -1%	0%	0.2	i	-2	0	3%	i
COc1ccc(/C=C2\SC(=O)NC2=S)cc1OC
  -6%	-9%	0.9	i	81	13	4%	-35%[inhibitor]
O=C(N/N=C/c1ccc(OC2CSC2)cc1)c1ccc(CN2CCOCC2)cc1
  -4%	13%	-2.0	i	-7	-16	1%	-32%[inhibitor]
COc1cccc(-c2nc3n(n2)C(c2cccs2)C(C(=O)Nc2cccnc2)=C(C)N3)c1 (stereo not drawn)
  1%	-9%	-0.2	i	2	1	6%	-5%
CCN(CC1CCCO1)C(=O)c1cc(COc2ccc(OC)cc2Cl)on1 (stereo not drawn)
  0%	1%	2.3	i	3	-2	4%	i
COc1ccc2nc(NC(=O)[C@@H]3CCCN3C(=O)c3cccs3)sc2c1
  -1%	1%	-3.2	i	-24	-6	11%	i

A portion of the library; count on the stated rates, not on these rows.
